# Assay outcomes as filed in PubChem BioAssay.
# T cruzi growth = T. cruzi proliferation inhibition; T. cruzi beta-gal in NIH3T3, GalScreen luminescence, 90 h; inhibition, % at 8.34 µM; 77,000 tested, 5.9% active; AID 624255;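 active means mean inhibition above about 93%, with at least 55% of replicates each passing it, limit read from the data, passing the limit was not always enough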
# C diff growth = inhibitors of Clostridium difficile growth; Clostridium difficile clinical isolate growth, OD600, 24 h; active compounds read low; growth activity, negative = inhibition, % at 16 µg/mL (by protocol); 86,000 tested, 0.25% active; AID 1259249;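 active means mean growth activity at or below -80% and every replicate also at or below -80%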;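 further: 0% = DMSO wells and -100% = levofloxacin 16 µg/mL wells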
# Pf Dd2 growth = P. falciparum Dd2 growth inhibition; SYBR Green, 72 h; active compounds read low; activity change, % at 10 µM; 94,000 tested, 2.3% active; in the data active means activity change below about -80%
# GASC1 inh = blocks human GASC-1 (KDM4C) demethylase activity | 96,000 tested, 0.15% active | inhibition, % at 12.5 µM | GST-KDM4C 2-372, H3K9me3 peptide, LANCE TR-FRET | AID 720574 | Q9H3R0;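 active means mean replicate inhibition above about 25%, with at least 55% of replicates also reaching it, limit read from the data, passing the limit was not always enough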
# Target sequence (Q9H3R0 2-372 limits assumed): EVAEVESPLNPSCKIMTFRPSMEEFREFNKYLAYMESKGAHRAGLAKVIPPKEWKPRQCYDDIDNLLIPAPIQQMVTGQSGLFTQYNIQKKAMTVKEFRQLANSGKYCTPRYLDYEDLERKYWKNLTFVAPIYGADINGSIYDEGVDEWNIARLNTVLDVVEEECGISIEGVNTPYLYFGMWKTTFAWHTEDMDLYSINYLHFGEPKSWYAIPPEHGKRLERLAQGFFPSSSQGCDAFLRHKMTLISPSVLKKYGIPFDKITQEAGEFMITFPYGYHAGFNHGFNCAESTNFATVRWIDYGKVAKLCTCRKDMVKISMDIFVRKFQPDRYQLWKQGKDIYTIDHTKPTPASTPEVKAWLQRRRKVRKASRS
#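 Test system – GST-tagged GASC-1 (JMJD2C) catalytic fragment, aa 2-372 · Medium – HEPES buffer, pH 7.5, plus ascorbate · Reagent – H3K9me3 peptide with Fe(II)/2OG · Compound – one test concentration per compound · Timing – 30 min reaction, 60 min detection, RT · Technique – TR-FRET with Eu antibody and ULight streptavidin, EDTA stop · Read-out basis – inhibition from TR-FRET ratio decrease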
# * = called active by the depositor; . = no result given; & = joins results of further samples. Random draw from the library; any-hit rate near 6.7%.
# The line under a structure holds: T cruzi growth, C diff growth, Pf Dd2 growth, GASC1 inh
COc1ccc(S(=O)(=O)Nc2ccc3c(c2)OC[C@@H](C)N(C)C[C@@H](C)[C@H](OC)CN(C)C3=O)cc1
  -52.2, ., -44.5, -0.7
C[C@@H]1CN([C@@H](C)CO)C(=O)c2cc(NS(=O)(=O)c3ccc(Cl)cc3)ccc2O[C@H]1CN(C)C(=O)Nc1ccc(F)cc1
  24.1, -1.3, 24.3, 1.3
Cc1noc(C)c1NC(=O)N(C)C[C@@H]1Oc2ccc(NC(=O)Cc3ccccc3)cc2CC(=O)N([C@@H](C)CO)C[C@H]1C
  33.7, 2.3, -0.1, -1.5
COc1cccc(NC(=O)N[C@H]2CC[C@@H](CC(=O)N3CCN(C)CC3)O[C@@H]2CO)c1
  -13.2, 0.1, 2.3, 1.0
COc1ccc(NC(=O)N(C)C[C@H]2OCCCC[C@H](C)Oc3ccc(NC(=O)Nc4ccccc4)cc3C(=O)N([C@@H](C)CO)C[C@H]2C)cc1
  -10.7, 9.8, -74.7, -0.4
C/C=C/c1ccc([C@H]2[C@@H](CO)N(C(=O)CC)[C@H]2CNC(=O)C2CC2)cc1
  -14.4, 0.3, 3.1, 0.2
C/C=C/c1ccccc1[C@@H]1[C@@H](C#N)N(C(C)=O)[C@H]1CO
  ., -1.7, 26.6, -1.8
C[C@H]1CCCCO[C@@H](CN(C)S(=O)(=O)c2ccc(F)cc2)[C@@H](C)CN([C@@H](C)CO)C(=O)c2cc(NC(=O)Nc3cccc4ccccc34)ccc2O1
  ., 2.0, -48.4, -0.8
CCS(=O)(=O)N1CC(=O)N2[C@H](CO)[C@H](c3ccc(-c4ccc(C)cc4)cc3)[C@@H]2C1
  ., -11.8, -11.7, -0.1
COc1ccc(CN(C)C[C@H]2Oc3ccc(NC(=O)NC4CCCCC4)cc3C(=O)N([C@@H](C)CO)C[C@H]2C)cc1
  ., -2.4, -5.7, -1.9
C[C@H](CO)N1C[C@H](C)[C@H](CN(C)C(=O)c2ccccc2)OCCCC[C@H](C)Oc2ccc(NC(=O)C3CCCCC3)cc2C1=O
  60.5, -12.5, -42.1, -1.6
Cc1noc(C)c1NC(=O)N(C)C[C@H]1Oc2ccc(NC(=O)Cc3ccccc3)cc2C(=O)N([C@H](C)CO)C[C@@H]1C
  31.4, -1.6, 2.1, 3.8
COCC(=O)Nc1ccc2c(c1)C(=O)N(C)[C@@H]1CC[C@@H](CC(=O)NC3CCCC3)O[C@H]1CO2
  12.1, -1.7, -5.1, 0.6
CN1c2ccc(Br)cc2[C@H]2[C@H](CCN2S(=O)(=O)c2ccccc2)[C@H]1CO
  78.3, -5.6, 6.8, -0.9
COc1ccccc1-c1ccc2c(c1)O[C@H](CN(C)S(=O)(=O)c1ccc(C)cc1)[C@H](C)CN([C@H](C)CO)S2(=O)=O
  120.2*, 19.0, -38.9, 0.3
C[C@@H]1CN([C@@H](C)CO)C(=O)c2cc(NS(=O)(=O)c3ccccc3)ccc2O[C@@H](C)CCCCO[C@@H]1CN(C)C(=O)c1ccncc1
  -70.5, ., -21.8, -2.8
C[C@@H]1CN([C@H](C)CO)C(=O)CCCn2nncc2CO[C@@H]1CN(C)S(=O)(=O)c1ccc2ccccc2c1
  -12.2&18.3, 0.3, -25.6&-29.6, 1.0
CNC[C@@H]1OCCCC[C@@H](C)Oc2ccc(NC(=O)C3CCCCC3)cc2C(=O)N([C@H](C)CO)C[C@H]1C
  -8.7, -2.4, -17.1, 1.9
CO[C@H]1CC[C@H]2CCN(C)C(=O)CC3(CCCCC3)CN(C)C(=O)c3cc(C#N)ccc3OC[C@H]1O2
  -30.1, 1.3, ., -3.1
C[C@@H]1CN([C@H](C)CO)S(=O)(=O)c2ccc(-c3cncnc3)cc2O[C@H]1CN(C)C(=O)Cc1cccnc1
  -96.7, -1.3, 3.8, -2.3
O=C(Cc1ccncc1)NCC[C@@H]1CC[C@H](NC(=O)Nc2ccc(F)cc2)[C@@H](CO)O1
  -96.4, -1.0, 3.5, 0.9
C[C@@H]1CN([C@@H](C)CO)C(=O)c2cc(C3=CCCC3)cnc2O[C@H]1CN(C)C(=O)C1CC1
  -2.2, ., 21.4, 1.8
COc1ccccc1S(=O)(=O)N[C@@H]1C=C[C@@H](CC(=O)NCc2cccc(F)c2)O[C@@H]1CO
  -10.7, -0.4, 7.3, -0.6
O=C(C[C@@H]1CC[C@@H]2[C@H](COC[C@@H](O)CN2Cc2cc(F)ccc2F)O1)NCc1ccc(Cl)cc1
  51.6, -0.9&-9.8, 7.2, -1.5
CO[C@H]1CN(C)C(=O)c2ccc(NS(=O)(=O)c3ccccc3F)cc2OC[C@H](C)NC[C@@H]1C
  ., 11.5, 16.0, 1.5
Cc1cccc(S(=O)(=O)N2CCCCN3[C@H](C2)[C@@H](c2ccc(C#CC4CC4)cc2)[C@@H]3CO)c1
  89.3, 12.7, -8.3, -0.6
C[C@@H]1CCCCO[C@@H](CN(C)C(=O)C2CCCCC2)[C@@H](C)CN([C@@H](C)CO)C(=O)c2cc(N(C)C)ccc2O1
  46.6, -4.1, 14.5, 6.6
O=C(C[C@H]1CC[C@@H]2[C@H](COC[C@@H](O)CN2Cc2ccc(C(F)(F)F)cc2)O1)NCCc1ccccc1
  ., 7.4&-10.2, 2.7, 0.5
C[C@@H]1CN([C@H](C)CO)C(=O)c2cc(NC(=O)C3CCCCC3)ccc2O[C@H]1CN(C)C(=O)Nc1cccc2ccccc12
  -2.6, -2.6, 7.9, 1.0
CC(C)N(C[C@@H]1N[C@H](CO)[C@@H]1c1ccccc1)C(=O)c1ccccc1
  36.4, -3.9, -22.1, -1.0
COc1cccc(S(=O)(=O)Nc2ccc3c(c2)[C@@H]2C[C@H](CC(=O)N(C)C)O[C@H](CO)[C@@H]2O3)c1
  -43.0, -0.3, -3.7, -2.3
C[C@H]1CCCCO[C@@H](CN(C)Cc2ccccc2)[C@@H](C)CN([C@@H](C)CO)C(=O)c2cc(NS(=O)(=O)c3ccc(F)cc3)ccc2O1
  -7.7, -3.1, -50.3, -0.7
C[C@@H]1CN([C@H](C)CO)C(=O)Cc2cc(NC(=O)c3ccncc3)ccc2O[C@H]1CN(C)S(C)(=O)=O
  8.6, -3.2, 8.4, -0.6
CCCNC(=O)N1[C@H](CO)[C@H](c2ccccc2-c2ccc(C)cc2)[C@@H]1C#N
  ., 3.7, -0.7, 0.5
Cc1ccc(S(=O)(=O)N(C)C[C@@H]2Oc3ccc(NC(=O)Nc4ccc(F)cc4)cc3C(=O)N([C@@H](C)CO)C[C@H]2C)cc1
  -58.3, -2.7, -15.0, 10.5
C[C@H](CO)N1C[C@H](C)[C@H](CN(C)Cc2cccc(C(=O)O)c2)Oc2ncc(C#C[C@@H](C)O)cc2C1=O
  24.7, -3.0, 36.9, -0.9
Cn1cnc(S(=O)(=O)N[C@@H]2C=C[C@H](CC(=O)N3CCN(c4ccccc4)CC3)O[C@@H]2CO)c1
  ., -5.5, 20.7, -0.1
C/C=C/c1ccc2c(c1)O[C@H](CN(C)C(=O)C1CCOCC1)[C@H](C)CN([C@@H](C)CO)S2(=O)=O
  -6.4, 2.4, 35.3, 2.8
C[C@@H]1CN([C@@H](C)CO)C(=O)c2cc(C#Cc3cccnc3)cnc2O[C@H]1CN(C)S(C)(=O)=O
  -12.6, 7.5, 5.3, -0.9
CN(C)C(=O)[C@H]1[C@H](CO)[C@H]2Cn3c(ccc(-c4ccc(F)cc4)c3=O)[C@@H]1N2CCc1ccccc1
  1.1, 2.0, -13.7, -0.6
C[C@H](NC(=O)C[C@H]1CC[C@H]2[C@@H](COC[C@H](O)CN2C(=O)Nc2cccc(Cl)c2)O1)c1ccccc1
  48.2, -14.1&-20.1, -44.7, -0.8
C/C=C/c1ccc([C@H]2[C@@H](CN(C)C(=O)CC)N(C(=O)NCCC)[C@H]2CO)cc1
  7.8, -5.2, 6.8, -0.2
CCC(=O)N1CC2(C1)CN(S(C)(=O)=O)[C@H](CO)c1[nH]c3cc(OC)ccc3c12
  ., -3.3, 52.1, 0.2
COc1ccc(NC(=O)Nc2ccc3c(c2)C(=O)N([C@H](C)CO)C[C@@H](C)[C@@H](CN(C)Cc2ccncc2)OCCCC[C@H](C)O3)cc1
  90.4, 10.1, -46.5, 1.6
COCC#Cc1ccc([C@@H]2[C@@H](CO)N3CCCCN(C(=O)COC)C[C@@H]23)cc1
  12.3, -12.4, 42.7, -0.3
O=C(NCC[C@H]1CC[C@H](NS(=O)(=O)c2cccc(F)c2)[C@@H](CO)O1)C1CCCC1
  ., -3.3, -5.0, -1.5
C[C@@H]1CN([C@@H](C)CO)S(=O)(=O)c2ccc(C#C[C@@H](C)O)cc2O[C@H]1CN(C)CC1CC1
  63.2, -5.3, -54.4, 2.2
Cc1noc(C)c1S(=O)(=O)N(C)C[C@H]1OCCCC[C@@H](C)Oc2ccc(NC(=O)NC(C)C)cc2C(=O)N([C@@H](C)CO)C[C@@H]1C
  54.9, 2.0, -22.6, 0.6
C[C@@H]1CN([C@@H](C)CO)C(=O)c2cc(C#CC3CC3)cnc2O[C@H]1CN(C)C(=O)Nc1ccccc1
  -80.2, ., -0.9, -0.9
C[C@@H]1CN([C@H](C)CO)C(=O)c2cc(NS(=O)(=O)c3cn(C)cn3)ccc2O[C@H]1CN(C)S(=O)(=O)c1ccccc1
  -22.7, -0.7, 25.4, -0.8
CC=Cc1ccc2n(c1=O)C[C@H]1[C@H](CO)[C@@H](C(=O)NCCC)[C@@H]2N1CC1CCCC1 (mixture of isomers)
  -76.8, -0.5, ., 0.2
Cc1ccccc1-c1ccccc1[C@@H]1[C@@H](C#N)N(C(=O)c2ccc(F)cc2)[C@H]1CO
  ., 1.1, 38.3, -1.3
C[C@H]1CN([C@@H](C)CO)C(=O)c2c(c3ccccc3n2C)-c2ccccc2CO[C@H]1CN(C)C(=O)c1cc(Cl)cc(Cl)c1
  ., 4.0, -87.9*, -1.5
CN(C)C(=O)c1ccc(-c2ccc3c(c2)[C@H]2[C@H](CCN2S(=O)(=O)c2cn(C)cn2)[C@H](CO)N3)cc1
  75.4, -15.1, -25.9, -0.7
C[C@@H]1CN([C@H](C)CO)C(=O)c2c(c3ccccc3n2C)-c2ccccc2CO[C@@H]1CN(C)Cc1ccc(-c2ccccc2)cc1
  ., 3.0, -56.8, -3.0
O=C(Nc1ccc(F)cc1)N1CCCCN2[C@H](CO)[C@H](c3ccc(C#CC4CC4)cc3)[C@H]2C1
  69.7, 54.0, -40.2, -0.7
CO[C@@H]1CN(C)C(=O)c2cc(NS(=O)(=O)c3cn(C)cn3)ccc2OC[C@H](C)N(C)C[C@H]1C
  -17.4, 0.7, 31.1, -2.0
Cc1ccc(S(=O)(=O)Nc2ccc3c(c2)C(=O)N([C@H](C)CO)C[C@@H](C)[C@@H](CN(C)C(=O)NC(C)C)O3)cc1
  3.0, 4.1, 25.0, -0.1
C[C@@H]1CN([C@@H](C)CO)C(=O)c2cc(-c3ccccc3F)cnc2O[C@H]1CN(C)C(=O)CN(C)C
  2.8, -0.6, 7.5, 1.7
COc1ccc2c3c(n(C)c2c1)[C@H](CO)N(S(C)(=O)=O)CC31CN(C(=O)C2CCCC2)C1
  ., 7.5, 17.4, 0.2
CC(C)NC(=O)N(C)C[C@@H]1Oc2c(NC(=O)Nc3ccc(F)cc3)cccc2C(=O)N([C@H](C)CO)C[C@@H]1C
  ., -4.4, -10.4, -0.9
C[C@H](CO)N1C[C@H](C)[C@H](CN(C)Cc2ccccc2)Oc2ncc(-c3cccc(C#N)c3)cc2C1=O
  12.2, 2.4, 0.8, 1.6
CC=Cc1ccc2n(c1=O)C[C@H]1[C@H](CO)[C@@H](C(=O)N3CCc4ccccc4C3)[C@@H]2N1CC (mixture of isomers)
  -49.2, 6.3, ., -1.4

# Of the compounds above, these have a cyano group.
# The line under a structure holds: T cruzi growth, C diff growth, Pf Dd2 growth, GASC1 inh
C/C=C/c1ccccc1[C@@H]1[C@@H](C#N)N(C(C)=O)[C@H]1CO
  ., -1.7, 26.6, -1.8
CO[C@H]1CC[C@H]2CCN(C)C(=O)CC3(CCCCC3)CN(C)C(=O)c3cc(C#N)ccc3OC[C@H]1O2
  -30.1, 1.3, ., -3.1
CCCNC(=O)N1[C@H](CO)[C@H](c2ccccc2-c2ccc(C)cc2)[C@@H]1C#N
  ., 3.7, -0.7, 0.5
Cc1ccccc1-c1ccccc1[C@@H]1[C@@H](C#N)N(C(=O)c2ccc(F)cc2)[C@H]1CO
  ., 1.1, 38.3, -1.3
C[C@H](CO)N1C[C@H](C)[C@H](CN(C)Cc2ccccc2)Oc2ncc(-c3cccc(C#N)c3)cc2C1=O
  12.2, 2.4, 0.8, 1.6
